# GAA glycogen mod: qHTS Assay for Inhibitors and Activators of Human alpha-Glucosidase Cleavage of Glycogen | recombinant GAA, glycogen substrate, Amplex Red glucose oxidase fluorescence | actives 0.38% (n = 300,000) | Lysosomal alpha-glucosidase (Homo sapiens), P10253 | Potency, µM (highest dose often 76.4 µM), without a hit: top-dose activity change, negative = inhibition, actives largely listed as inhibitors;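 further: 0% = full enzyme reaction and -100% = no-enzyme basal signal; the screen sought inhibitors and activators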
#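 Recombinant human alpha-glucosidase (4 nM final) hydrolysed bovine liver glycogen (30 ug) for 40 min at 37 C in pH 5.0 citrate/phosphate with 0.01% Tween-20. Released glucose detected by glucose oxidase/Amplex Red, Ex 573/Em 610 nm. Compounds up to 77 uM; AC50 from Hill fits.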
# GoLoco inh red: qHTS Assay for Inhibitors of RGS12 GoLoco Motif Activity (Red Fluorophore). Guanine nucleotide-binding protein G(i) subunit alpha-1 (Homo sapiens), P63096. Gai1:RGS12 GoLoco peptide FP, rhodamine, 10 min. Potency, µM (top dose mostly 61.6 µM), inactives show at the top dose activity, negative = inhibition, most hits filed as inhibitors. actives 0.44% (n = 230,000); active means well fitted inhibition curve with a large enough effect, not every such curve was filed as active; inactive means no such curve, though single readings can be large or run the other way; further: on the % scale 0 is the no-effect control and ±100 the full control effect; nearly all actives have a fitted effect of over 30% in size; many of its hits are not listed in these tables
# SMN2 splice enh: qHTS Assay for Enhancers of SMN2 Splice Variant Expression | HEK293 SMN2-luciferase splicing reporter, luminescence, 30-36 h | Potency, µM (highest dose often 46.1 µM), for inactives: top-dose activity change, positive = activation, hits mostly activators | actives 2.8% (n = 210,000) | AID 1458, 2008; further: % of control where 0% means no effect; nearly all actives have a fitted effect of over 55% in size
#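 HEK293 cells carry an SMN2 […]–luciferase reporter in which exon 7 inclusion puts luciferase in frame. Cells were plated 10-12 h before compound addition, then incubated 30-36 h at 37C. ONE-Glo luminescence was read; sodium butyrate at 4.5 mM final served as control.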
# aGal spleen mod: qHTS Assay for Inhibitors and Activators of Human alpha-Galactosidase From Spleen Homogenate. Alpha-galactosidase A (Homo sapiens), P06280. human spleen homogenate, 4MU-alpha-Gal fluorescence, 40 min. Potency, µM (top dose mostly 80 µM), without a hit: top-dose activity change, negative = inhibition, hits mostly inhibitors. actives 0.008% (n = 240,000);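 further: 0% = enzyme with vehicle and -100% = no enzyme basal signal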
# Target sequence (P06280 32-429 limits assumed): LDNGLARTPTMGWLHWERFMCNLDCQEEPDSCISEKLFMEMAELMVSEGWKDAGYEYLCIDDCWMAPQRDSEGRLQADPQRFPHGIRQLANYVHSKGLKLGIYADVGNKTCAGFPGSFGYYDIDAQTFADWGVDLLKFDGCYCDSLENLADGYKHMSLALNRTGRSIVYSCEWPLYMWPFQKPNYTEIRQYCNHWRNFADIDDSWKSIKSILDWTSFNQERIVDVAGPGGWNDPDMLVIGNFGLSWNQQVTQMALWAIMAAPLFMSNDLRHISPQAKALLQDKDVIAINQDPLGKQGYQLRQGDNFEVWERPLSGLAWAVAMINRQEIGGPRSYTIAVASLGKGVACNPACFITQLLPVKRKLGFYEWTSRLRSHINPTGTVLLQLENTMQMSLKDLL
#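 Human spleen homogenate (1 ug) was the enzyme source, with 4-methylumbelliferyl-alpha-D-galactopyranoside (1 mM final) in pH 5.0 citrate buffer with 0.01% Tween-20. Compounds were titrated; after 40 min at 37C, NaOH/glycine stop, 4-MU fluorescence read; AC50 from Hill fits.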
# GAA inhib: qHTS Assay for Inhibitors of Human alpha-Glucosidase as a Potential Chaperone Treatment of Pompe Disease; purified human GAA, 4-MU-alpha-glucoside fluorescence; AID 1466, 2008; Potency, µM (top dose mostly 76.9 µM), without a hit: top-dose activity change, negative = inhibition, usual class: inhibitors; actives 0.005% (n = 200,000);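 further: plate controls were uninhibited enzyme wells for no effect and no-enzyme background for full effect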
#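 Endpoint fluorogenic read: 20 min room-temperature reaction of 4 nM human alpha-glucosidase with 400 uM 4-methylumbelliferyl-alpha-D-pyranoside, pH 5.0, quenched with 1M NaOH/1M glycine pH 10. AC50 from Hill modeling.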
# ALDH1A1 block: qHTS Assay for Inhibitors of Aldehyde Dehydrogenase 1 (ALDH1A1) | Purified ALDH1A1, NADH fluorescence, propionaldehyde substrate | Aldehyde dehydrogenase 1A1 (Homo sapiens), P00352 | actives 7.3% (n = 220,000) | Potency, µM (top dose mostly 75.3 µM), for the others: at the highest dose activity, negative = inhibition, actives largely listed as inhibitors; active means well fitted inhibition curve with a large enough effect, not every such curve was filed as active; inconclusive means small, poorly fitted or top-dose-only effect, or another doubt; inactive means no such curve, though single readings can be large or run the other way;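 further: plate controls were no enzyme wells and a reference inhibitor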
# Target sequence (P00352 whole entry, looked up): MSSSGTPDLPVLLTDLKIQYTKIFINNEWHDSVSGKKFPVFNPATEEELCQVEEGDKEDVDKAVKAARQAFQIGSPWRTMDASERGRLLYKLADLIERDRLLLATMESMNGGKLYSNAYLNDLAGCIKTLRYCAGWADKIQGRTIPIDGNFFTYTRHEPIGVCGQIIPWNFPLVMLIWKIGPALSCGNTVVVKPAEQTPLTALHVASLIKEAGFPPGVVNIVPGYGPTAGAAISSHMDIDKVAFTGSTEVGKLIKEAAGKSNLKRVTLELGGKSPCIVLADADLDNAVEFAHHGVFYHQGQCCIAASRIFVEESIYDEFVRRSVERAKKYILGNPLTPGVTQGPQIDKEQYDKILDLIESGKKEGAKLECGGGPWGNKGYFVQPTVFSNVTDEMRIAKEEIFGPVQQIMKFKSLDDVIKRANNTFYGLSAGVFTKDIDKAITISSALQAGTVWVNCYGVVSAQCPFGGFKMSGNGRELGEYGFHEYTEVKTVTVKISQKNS
# aGlu spleen mod: qHTS Assay for Inhibitors and Activators of Human alpha-Glucosidase From Spleen Homogenate | Lysosomal alpha-glucosidase (Homo sapiens), P10253 | human spleen homogenate, 4-MU-alpha-glucoside fluorescence | actives 0.006% (n = 240,000) | Potency, µM (highest dose often 79.9 µM), without a hit: at the highest dose activity change, negative = inhibition, actives largely listed as inhibitors | AID 2112, 2009;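 further: 0% = enzyme with vehicle and -100% = no enzyme basal signal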
#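 Human spleen homogenate (1 ug) with 4-methylumbelliferyl-alpha-D-glucopyranoside (1 mM final) in 50 mM citrate/phosphate pH 5.0, 0.01% Tween-20; 40 min at 37 C. Stopped at pH 10; 4-MU fluorescence Ex 365/Em 440 nm; AC50 by Hill fit.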
# KDM4E inh: qHTS Assay for Inhibitors of Human Jumonji Domain Containing 2E (JMJD2E). Lysine-specific demethylase 4E (Homo sapiens), B2RXH2. JMJD2E catalytic domain, FDH-coupled NADH fluorescence (FDH is formaldehyde dehydrogenase). Potency, µM (top dose mostly 57.1 µM), inactives show at the top dose activity change, negative = inhibition, actives largely listed as inhibitors. actives 1.6% (n = 230,000). AID 2147, 2009; active means well fitted inhibition curve with a large enough effect, not every such curve was filed as active; inconclusive means small, poorly fitted or top-dose-only effect, or another doubt; inactive means no such curve, though single readings can be large or run the other way;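 further: 0% = wells with enzyme and -100% = buffer wells without enzyme; nearly all actives have a fitted effect of over 50% in size; many of its hits are not listed in these tables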
# Active calls of the source: *; u = inconclusive; x = no result given; [ ] = another dose, or the depositor's remark. Unless noted, the call rests on the fitted dose curve; in most records, active means well fitted curve in the direction sought with a large enough effect; inconclusive means small, poorly fitted or top-dose-only effect, or another doubt; inactive means no such curve, though single readings can be large; an effect the other way counts as inactive or inconclusive. Potency means the concentration at half of the fitted maximal effect.
GAA glycogen mod	GoLoco inh red	SMN2 splice enh	aGal spleen mod	GAA inhib	ALDH1A1 block	aGlu spleen mod	KDM4E inh	mol
-3%	-1%	13µM*	1%	-6%	u	0%	-1%	O=C(Cc1cccs1)Nc1nc2c(s1)CCCC2
-5%	2%	-6%	8%	-5%	2%	2%	9%	CNC(=O)c1cccnc1Nc1cccc(C(F)(F)F)c1
7%	-5%	8%	-1%	0%	-2%	-3%	8%	COc1ccc(N(CC(=O)NC2CCCCC2)C(=O)CNC(=O)c2ccco2)c(OC)c1
-7%	-15%	14%	0%	-7%	-14%	-3%	8%	Cc1ccc(NC(=S)NCc2ccc3c(c2)OCO3)c(C)c1
-3%	-3%	-43%[inhibitor]	1%	-8%	1%	-1%	4%	COC(=O)c1sccc1NC(=O)CSc1ccccc1NS(=O)(=O)c1ccc(Br)cc1
2%	-9%	x	12%	-3%	7%	-2%	4%	COc1ccc(C)cc1S(=O)(=O)N(CC(=O)O)c1ccccc1
-17%	1%	3%	4%	5%	1%	0%	-9%	CC12CCC(C(=O)NCCc3ccccc3)(OC1=O)C2(C)C (stereo not given)
6%	8%	10%	-1%	6%	-9%	-6%	9%	COc1ccccc1CNS(=O)(=O)c1ccc2[nH]cc(C(=O)O)c(=O)c2c1
7%	-13%	-8%	-5%	1%	5%	0%	-3%	COC(=O)C(NC(=O)Nc1ccccc1OC)C(C)C (stereo not given)
u	39%[activator]	24%	4%	-12%	u	-10%	u	Oc1c(C=Nc2cccnc2)sc2ccccc12
-15%	x	x	1%	0%	-2%	-1%	-4%	CC(O)[C@H](NC(=O)C1(c2ccccc2)CCN(C(=O)OC(C)(C)C)CC1)C(=O)O (stereo not given in full)
-1%	17%	u	6%	-3%	-93%	-1%	0%	COc1ccccc1/C=N/NC(=O)c1[nH]c(C)c(C(=O)N/N=C/c2ccccc2OC)c1C
-14%	4%	-13%	4%	-7%	2%	-1%	-4%	CC(C)N1C(=S)SC(C)(C)C1n1oc(=O)n(-c2ccc(Cl)c(Cl)c2)c1=O (stereo not given)
11%	-6%	-20%	5%	9%	-2%	5%	-5%	Cc1cc(NCCc2ccc(Cl)cc2)n2ncnc2n1
-1%	13%	-7%	-13%	-3%	-2%	-2%	-2%	CC1CCCCN1CCNc1nc(=S)[nH]c2ccccc12 (stereo not given)
-3%	2%	5%	-1%	2%	12%	-13%	2%	CC1CCC(C(=O)NC(C(=O)N2CCC(N3CCCCC3)CC2)C(C)C)CC1 (stereo not given)

# 3 of the compounds above, with tabs:
SMILES	GAA glycogen mod	GoLoco inh red	SMN2 splice enh	aGal spleen mod	GAA inhib	ALDH1A1 block	aGlu spleen mod	KDM4E inh
CNC(=O)c1cccnc1Nc1cccc(C(F)(F)F)c1	-5%	2%	-6%	8%	-5%	2%	2%	9%
COc1ccc(N(CC(=O)NC2CCCCC2)C(=O)CNC(=O)c2ccco2)c(OC)c1	7%	-5%	8%	-1%	0%	-2%	-3%	8%
Cc1ccc(NC(=S)NCc2ccc3c(c2)OCO3)c(C)c1	-7%	-15%	14%	0%	-7%	-14%	-3%	8%

# Next structures:
GAA glycogen mod	GoLoco inh red	SMN2 splice enh	aGal spleen mod	GAA inhib	ALDH1A1 block	aGlu spleen mod	KDM4E inh	mol
-9%	x	x	-4%	2%	u	1%	u	CCN1CCc2c(C#N)c(NCc3ccccc3)nc(N(CC)CC)c2C1
-6%	7%	-15%	0%	-24%	4%	-10%	8%	CCOc1ccc2nc(SCC(=O)N3CCCc4ccccc43)sc2c1
0%	1%	9%	-13%	2%	-1%	-1%	-5%	CC(C)(C)OC(=O)N1CCC(C(=O)N[C@H](Cc2ccccc2)C(=O)O)CC1
4%	9%	0.71µM*	2%	-3%	-3%	-1%	1%	CCCc1ccc(-c2ccc(F)c(N)c2)nc1
6%	-6%	x	-6%	x	x	-2%	u	Cc1ccc(-c2nc(-c3cccnc3)sc2CC(=O)O)cc1
0%	6%	-24%	0%	-4%	u	-7%	-30%	Cc1cc(C)nc(N2CCCC(C(=O)Nc3nc4ccc(S(C)(=O)=O)cc4s3)C2)n1 (stereo not given)
9.9µM*	20%	x	7%	-14%	-10%	2%	-9%	Brc1ccc2nc(-c3ccncc3)c(NC3CCCC3)n2c1
-4%	-4%	-23%	0%	-7%	u	3%	8%	O=C(c1cccc2c1-c1ccccc1/C2=N/O)N1CCCCC1
12%	2%	13%	1%	-2%	15%	1%	8%	Cc1[nH]c2ccccc2c1-c1nc(-c2ccc(Cl)cc2)nnc1-c1ccccc1
-5%	19%	x	3%	x	x	-1%	0%	Cc1c(-c2ccccc2)[n+](=O)c2c(n1[O-])CCCC2
-6%	8%	-9%	1%	1%	u	0%	-3%	Fc1ccc(NC(=S)Nc2cccc(Cl)c2)cc1
x	7%	x	7%	x	x	3%	0%	CCCC(=O)Nc1ccc2c(c1)nc(CCNC(=O)c1ccco1)n2C
9%	-4%	-1%	0%	1%	-14%	-6%	1%	CC(=O)Nc1ccc(S(=O)(=O)Nc2nc3ccc(C)cc3s2)cc1
8%	0%	-9%	-17%	u	u	-13%	-3%	N#CC(C#N)=NNc1ccc(S(=O)(=O)N2CCCCC2)cc1
-15%	-11%	20%	3%	-2%	-3%	5%	-17%	COCc1[nH]nc2c1C(c1ccccc1OC)C(C#N)=C(N)O2 (stereo not given)
8%	9%	15%	4%	0%	3%	3%	2%	CCOC(=O)N1CCN(c2ncnc3c2oc2nc(C)c4c(c23)CC(C)(C)OC4)CC1
0%	-20%	1%	-3%	-2%	3%	-8%	5%	CCOC(=O)c1c(CN(C)C)n(-c2ccc(C)cc2)c2cc(Br)c(O)cc12
-28%	38%[activator]	x	3%	-7%	u	7%	1%	C/C(CC(=O)Nc1cc(C)ccn1)=N\NC(=O)c1ccccc1C
-4%	19%	13µM*	-9%	9%	u	4%	-4%	Cc1ccc(CC(=O)Nc2ncc([N+](=O)[O-])s2)cc1
0%	-4%	20%	-3%	2%	1%	5%	5%	O=S(=O)(NC1CCCCC1)c1ccc(Br)cc1
-6%	20%	-10%	9%	-5%	u	1%	-2%	C=CCN(CC=C)C(=S)NC(=O)c1ccc(-c2ccccc2)cc1
-1%	10%	5%	-6%	2%	-7%	5%	19%	CC1CN(C(=O)COC(=O)c2ccc(N(C)C)cc2)CC(C)O1 (stereo not given)
8%	11%	1%	0%	0%	u	-3%	u	CCC(C)c1ccc(S(=O)(=O)N2CCN(C(C)CC(=O)O)CC2)cc1 (stereo not given)
3%	-21%	16%	1%	-7%	5%	x	-1%	O=C(Nc1ccccc1N1CCOCC1)c1ccc(S(=O)(=O)NCc2ccco2)cc1
-11%	6%	x	4%	1%	u	0%	-27%	Cc1nc2nc[nH]n2c(=O)c1NS(=O)(=O)c1ccc([N+](=O)[O-])cc1
10%	0%	x	u	u	u	15%	u	Cc1cccn2c(=O)c(/C=C(\C#N)C(=O)NC3CCS(=O)(=O)C3)c(N3CC(C)OC(C)C3)nc12 (stereo not given)
-3%	2%	9%	-1%	-4%	4%	0%	-8%	CC(C)(C)C(=O)Nc1cc(NC(=O)C(C)(C)C)cc(C(=O)Nc2cc(C(=O)O)cc(C(=O)O)c2)c1
-13%	-9%	1%	4%	0%	u	-5%	2%	CCOC(=O)c1ccc(NC(=S)N(CCN2CCCCCC2)Cc2ccco2)cc1
6%	1%	x	-14%	x	u	1%	u	O=c1[nH]c2ccccc2cc1-c1nnn(-c2ccc(F)cc2)n1
0%	x	x	13%	-8%	-17%	9%	-9%	Cc1nnc2n(C3CCCCC3)c(=O)c3c4c(sc3n12)CCC4
2%	-1%	15%	2%	-6%	0%	-1%	1%	c1ccc(Cn2ccnc2-c2ccco2)cc1
-5%	-8%	-20%	3%	2%	8%	-1%	2%	CC(C)C(=O)NC(C)C(c1cccs1)N1CCN(c2ccccc2)CC1 (stereo not given)
-7%	14%	x	-11%	u	-11%	11%	u	Nc1nc(-c2cccc(F)c2)cs1
6%	5%	-18%	-11%	1%	2%	-1%	8%	CCOC(=O)c1c(NC(=O)Cn2cc([N+](=O)[O-])cn2)sc2c1CCC2
4%	-6%	19%	-1%	4%	16%	1%	1%	CC(=O)Nc1cccc(NC(=O)Nc2ccc(C(C)=O)cc2)c1
1%	5%	-5%	3%	5%	5%	-4%	-8%	COC(=O)C1=C(N)Oc2cc(C)n(CC3CCCO3)c(=O)c2C1c1ccccc1OC (stereo not given)
1%	5%	u	-2%	3%	-5%	-8%	-4%	Cc1ccc(S(=O)(=O)N2CCC(C(=O)NCCc3ccccn3)CC2)cc1
-13%	-6%	15%	4%	-10%	-8%	4%	3%	COc1ccc(C2=NNC(c3cccs3)=Nc3ccc(OC)cc32)cc1
2%	6%	-15%	-4%	10%	0%	-3%	5%	COc1ccccc1OCC(=O)N/N=C1/SCC(=O)N1Cc1ccccc1
u	-10%	7%	-2%	2%	u	-7%	-3%	O=CN1CCN(C2CC(=O)N(c3ccc(Br)cc3)C2=O)CC1 (stereo not given)
2%	1%	x	0%	u	8%	0%	-4%	CCN(C(=O)c1cnc(OC)cc1C(F)(F)F)c1ccc(Cl)cc1Cl
6%	6%	-1%	-2%	-2%	2%	-5%	13%	CN(c1ccccc1C(=O)N1CCOCC1)S(C)(=O)=O
6%	12%	-1%	4%	-4%	14%	-3%	-2%	Cc1ccc(S(=O)(=O)NCCC(=O)O)cc1
-4%	-3%	-11%	4%	-2%	10%	0%	-7%	CCOc1ccc(C(C)=O)cc1N1C(=O)C2C3C=CC(C3)C2C1=O (stereo not given)

# A portion of the library; rates above refer to the full screens.
